# Screens: PubChem, National Center for Advancing Translational Sciences (NCATS)
# MCF10A rereplic: A quantitative high throughput screen for small molecules that induce DNA re-replication in MCF 10a normal breast cells; MCF 10A DNA re-replication, Hoechst nuclear intensity, 48 h; Potency, µM (titrated, usually from 46.1 µM), without a hit: at the top dose activity, positive = re-replication, actives largely listed as activators; 350,000 compounds, 2.9% hits; AID 624296, 2012; note: potency is the fitted concentration of half-maximal effect; % of control where 0% means no effect; nearly all actives have a fitted effect of over 50% in size
# KB-V1 MDR tox: qHTS assay for MDR1-selective chemotherapeutics: Primary screen using the drug-selected MDR subline cells KB-V1; KB-V1 MDR cells viability, CellTiter-Glo, 72 h; Potency, µM (doses to about 46.1 µM), without a hit: at the highest dose activity change, negative = cytotoxicity, most hits filed as cytotoxic; 400,000 compounds, 3.4% hits; AID 1347076, 2019; note: potency is the fitted concentration of half-maximal effect; % is set by controls: 0 for no effect and ±100 for the full control effect; nearly all actives have a fitted effect of over 60% in size
#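 Cytotoxicity via CellTiter-Glo luminescence after 72 h compound exposure at 37 degrees C. Cells: drug-selected KB-V1 line, DMEM phenol-red free plus 10% FBS. Compounds tested at multiple concentrations; normalized data fitted to concentration-effect curves.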
# KB-3-1 tox: qHTS assay for MDR1-selective chemotherapeutics: Primary screen using the parental adenocarcinoma cell KB-3-1; KB-3-1 viability, CellTiter-Glo ATP luminescence, 72 h; Potency, µM (series often up to 46.1 µM), without a hit: at the top dose activity change, negative = cytotoxic, hits mostly cytotoxic; 400,000 compounds, 1.4% hits; AID 1347075, 2019; note: potency is the fitted concentration of half-maximal effect; % is set by controls: 0 for no effect and ±100 for the full control effect; nearly all actives have a fitted effect of over 60% in size
#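 Multi-concentration cytotoxicity screen in KB-3-1 cells grown in DMEM lacking phenol red with 10% FBS. After 72 h at 37 °C with compound, ATP-dependent luminescence was recorded.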
# ATXN2 expr inh: Primary qHTS for Inhibitors of ATXN expression; HEK-293 ATXN2-luciferase reporter, luminescence, 24 h; Potency, µM (titrated, usually from 57 µM), inactives show at the top dose activity change, negative = inhibition, hits mostly inhibitors; 360,000 compounds, 0.72% hits; AID 1745845, 2022; note: potency is the fitted concentration of half-maximal effect; % is set by controls: 0 for no effect and ±100 for the full control effect; nearly all actives have a fitted effect of over 55% in size
#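 ATXN2-luciferase reporter cells (luciferase flanked by upstream and downstream ATXN2 gene portions) were treated 24 h at 37 °C with compounds at up to 57 uM. SteadyGlo luminescence gave expression; GF-AFC fluorescence gave viability.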
# SW480 rerep: A quantitative high throughput screen for small molecules that induce DNA re-replication in SW480 colon adenocarcinoma cells; SW480 DNA re-replication, Hoechst DNA content imaging, 48 h; Potency, µM (titrated, usually from 46.1 µM), inactives show top-dose re-replication activation, hits mostly activators; 340,000 compounds, 1.8% hits; note: potency is the fitted concentration of half-maximal effect; % of control where 0% means no effect; nearly all actives have a fitted effect of over 55% in size
#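 Treated cells incubate 48 hr (37 C, 5% CO2), are stained 40 min with Hoechst, and nuclear fluorescence is enumerated; a rise in nuclei with high DNA signal marks re-replication.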
# WRN inhibitor: qHTS for Inhibitors of WRN Helicase; Potency, µM (top dose mostly 114 µM), inactives show top-dose activity change, negative = inhibition, most hits filed as inhibitors; Bifunctional 3'-5' exonuclease/ATP-dependent helicase WRN (Homo sapiens), Q14191; 360,000 compounds, 0.46% hits; WRN helicase unwinding, fluorescent forked duplex, kinetic; AID 651768, 2012; note: potency is the fitted concentration of half-maximal effect; % is set by controls: 0 for no effect and ±100 for the full control effect; nearly all actives have a fitted effect of over 55% in size
# Target sequence (Q14191 whole entry, looked up): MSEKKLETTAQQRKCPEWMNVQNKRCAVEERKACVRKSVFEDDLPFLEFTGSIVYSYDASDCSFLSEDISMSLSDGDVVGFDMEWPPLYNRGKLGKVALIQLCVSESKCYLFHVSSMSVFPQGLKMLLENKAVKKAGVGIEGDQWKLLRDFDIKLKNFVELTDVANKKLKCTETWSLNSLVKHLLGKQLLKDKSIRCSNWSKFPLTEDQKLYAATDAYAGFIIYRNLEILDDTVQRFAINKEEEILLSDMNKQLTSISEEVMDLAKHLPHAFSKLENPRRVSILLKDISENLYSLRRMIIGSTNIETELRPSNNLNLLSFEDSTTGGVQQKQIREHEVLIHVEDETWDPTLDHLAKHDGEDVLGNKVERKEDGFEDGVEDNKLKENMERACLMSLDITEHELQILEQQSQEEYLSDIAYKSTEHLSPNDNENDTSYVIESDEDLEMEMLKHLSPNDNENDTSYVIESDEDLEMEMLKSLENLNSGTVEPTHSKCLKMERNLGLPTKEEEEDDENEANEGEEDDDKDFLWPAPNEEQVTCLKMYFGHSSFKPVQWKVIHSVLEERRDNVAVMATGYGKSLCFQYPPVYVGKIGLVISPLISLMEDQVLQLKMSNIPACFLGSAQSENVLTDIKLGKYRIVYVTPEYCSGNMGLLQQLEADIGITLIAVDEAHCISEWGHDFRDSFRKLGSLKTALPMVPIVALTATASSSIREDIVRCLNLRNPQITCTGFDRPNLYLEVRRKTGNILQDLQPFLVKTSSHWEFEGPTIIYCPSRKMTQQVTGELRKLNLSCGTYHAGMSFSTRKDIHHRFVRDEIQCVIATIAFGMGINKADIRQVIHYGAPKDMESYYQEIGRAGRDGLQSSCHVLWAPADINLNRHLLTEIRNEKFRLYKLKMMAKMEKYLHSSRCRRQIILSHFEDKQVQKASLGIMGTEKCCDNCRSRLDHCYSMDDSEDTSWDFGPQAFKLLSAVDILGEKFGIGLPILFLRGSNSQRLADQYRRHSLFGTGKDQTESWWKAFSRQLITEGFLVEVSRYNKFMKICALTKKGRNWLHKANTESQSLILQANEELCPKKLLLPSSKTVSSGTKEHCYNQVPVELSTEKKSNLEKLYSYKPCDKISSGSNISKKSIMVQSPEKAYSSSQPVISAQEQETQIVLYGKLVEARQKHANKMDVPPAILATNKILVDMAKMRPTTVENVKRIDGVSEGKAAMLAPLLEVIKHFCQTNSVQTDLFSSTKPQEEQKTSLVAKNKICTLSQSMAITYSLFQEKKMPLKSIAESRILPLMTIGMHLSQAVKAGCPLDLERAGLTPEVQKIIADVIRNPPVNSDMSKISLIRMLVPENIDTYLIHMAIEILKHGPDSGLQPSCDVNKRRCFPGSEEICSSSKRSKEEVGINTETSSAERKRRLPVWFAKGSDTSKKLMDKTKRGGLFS
#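 WRN at 20 nM final was preincubated with compound for 15 min at room temperature; reaction started with 100 nM forked duplex oligonucleotide carrying fluorophore and quencher plus 2 mM ATP (final). Unwinding followed kinetically by red fluorescence (ex 525/em 598 nm).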
# HT1080 IDH1KD tx: qHTS for induction of synthetic lethality in tumor cells producing 2HG: qHTS for the HT-1080-IDH1KD cell line. HT-1080 IDH1 knockdown viability, ATP luminescence, 48 h. Potency, µM (doses to about 46.1 µM), inactives show at the highest dose activity, negative = toxicity, hits mostly cytotoxic. 360,000 compounds, 2% hits. AID 686971, 2013;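 note: potency is the fitted concentration of half-maximal effect; 0% = DMSO wells and -100% = cell-free medium wells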
#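 Knockdown cells (IDH1KD HT-1080) received compounds 2 h after plating at 750 cells/well and were kept 48 h at 37 °C in 5% FBS RPMI. A CellTiter-Glo luminescence read gave % activity for curve fitting.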
# HT1080NT lethal: qHTS for induction of synthetic lethality in tumor cells producing 2HG: qHTS for the HT-1080-NT fibrosarcoma cell line | HT-1080-NT fibrosarcoma viability, CellTiter-Glo ATP luminescence, 48 h | 360,000 compounds, 1.6% hits | Potency, µM (doses to about 46.1 µM), for inactives: at the top dose activity, negative = less viability, hits mostly cytotoxic;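 note: NT is the 2HG producing partner of a matched IDH1 knockdown line; potency is the fitted concentration of half-maximal effect; 0% = DMSO-treated cells and -100% = media-only wells without cells; nearly all actives have a fitted effect of over 55% in size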
#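 Toxicity toward the 2HG-producing NT line was scored as %Activity, normalised to DMSO and no-cell wells, from CellTiter-Glo luminescence after 48 hours' treatment.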
# IL-1B inflam inh: qHTS for Inhibitors of Inflammasome Signaling: IL-1-beta AlphaLISA Primary Screen; THP-1 LPS/ATP IL-1B secretion, AlphaLISA, 16 h; stronger effect = lower value; activity change, % at 57.5 µM; 360,000 compounds, 4.7% hits; AID 743279, 2014; in the data active = activity change below about -50%; inconclusive = mostly about -30% to -49%; note: % is set by controls: 0 for no effect and ±100 for the full control effect
#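 Secreted IL-1B measured by AlphaLISA bead assay after 16 h compound exposure of THP-1 cells; compounds (final up to 57.5 uM) added 1 h before LPS (250 ng/mL) and ATP (1.25 mM) stimulation; lower signal means less secretion.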
# An asterisk follows results filed as active; ? = inconclusive; . = not tested or not shown; [ ] = another dose, or the depositor's remark. Unless noted, calls come from the whole dose curve; as a rule, active = well fitted curve in the direction sought with a large enough effect; inconclusive = small, poorly fitted or top-dose-only effect, or another doubt; inactive = no such curve, though single readings can be large; an effect the other way counts as inactive or inconclusive.
# The first 3 compounds, ahead of the listing:
SMILES,MCF10A rereplic,KB-V1 MDR tox,KB-3-1 tox,ATXN2 expr inh,SW480 rerep,WRN inhibitor,HT1080 IDH1KD tx,HT1080NT lethal,IL-1B inflam inh
Cn1nccc1NS(=O)(=O)c1ccc(C(C)(C)C)cc1,8%,?,8%,-4%,-4%,5%,-2%,5%,23
CC1(C(=O)O)CCN1C(=O)c1cccnc1Oc1ccccc1 (stereo unspecified),.,3%,0%,4%,.,-9%,9%,23%,11
COc1ccc(NC(=S)N2CCN(C(c3ccccc3)c3ccccc3)CC2)cc1OC,?,?,5%,-1%,-1%,-21%,-5%,8%,0

# Main list, repeating the preview:
SMILES,MCF10A rereplic,KB-V1 MDR tox,KB-3-1 tox,ATXN2 expr inh,SW480 rerep,WRN inhibitor,HT1080 IDH1KD tx,HT1080NT lethal,IL-1B inflam inh
Cn1nccc1NS(=O)(=O)c1ccc(C(C)(C)C)cc1,8%,?,8%,-4%,-4%,5%,-2%,5%,23
CC1(C(=O)O)CCN1C(=O)c1cccnc1Oc1ccccc1 (stereo unspecified),.,3%,0%,4%,.,-9%,9%,23%,11
COc1ccc(NC(=S)N2CCN(C(c3ccccc3)c3ccccc3)CC2)cc1OC,?,?,5%,-1%,-1%,-21%,-5%,8%,0
OCCC1CN(Cc2ccccc2-c2ccco2)CCN1Cc1ccccc1 (stereo unspecified),26%,-22%,-15%,-9%,6%,-5%,-1%,-16%,-10
COC(=O)C1=C(C(=O)OC)[C@@H]2N(C)c3ccc(OC)cc3[C@@]23C[C@@H](C(=O)OC)N(C(=O)NC2CCCCC2)C3=N1,8%,?,?,-4%,-30%,-4%,-7%,-4%,-2
CC(=O)Nc1nnc(SCC(=O)N2CCCc3ccccc32)s1,1.8µM*,23%,13%,5%,-11%,-2%,1%,-1%,16
CCOc1ccccc1C1N(c2ccc(F)cc2)C(=O)C2CCCN21 (stereo unspecified),13%,?,2%,-9%,-4%,6%,-7%,0%,-13
Cc1ccccc1N(C(=O)c1ccco1)C(C(=O)NC1CCCC1)c1cccnc1 (stereo unspecified),5%,-28%,-4%,53%[activator],8%,-3%,9%,5%,-13
CN(Cc1ccccc1)C(=O)c1nc[nH]c1C(=O)N1CCc2ccccc2C1,?,32%,12%,-2%,-11%,-7%,7%,1%,23
CCOC(=O)C1C2C=CC3(CN(C4CCCC4)C(=O)C13)O2 (stereo unspecified),?,1%,10%,3%,-9%,-2%,14%,11%,28
CSCCC(NC(=O)c1ccccc1Br)C(=O)NNC(=O)C1COc2ccccc2O1 (stereo unspecified),-5%,0%,6%,-1%,-5%,1%,-1%,4%[9.24 µM],2
O=C(NC1CCCCCC1)C1Cc2ccccc2CN1C(=O)c1ccco1 (stereo unspecified),-12%,?,17%,-39%,-19%,-11%,-4%,-23%,-6
Cc1cc(NC(=O)C(Cl)c2ccccc2)no1 (stereo unspecified),-4%,?,?,-10%,?,-14%,?,?,-83*
Cc1c(NC(=O)c2cccnc2C(=O)O)cccc1C(=O)O,-4%,-3%,-1%,4%,-10%,-11%,?,22%,23
CCNC(=O)C(C)Oc1ccc(Cl)cc1Cl (stereo unspecified),-3%,20%,1%,-8%,3%,-9%,0%,-2%,20
CCOc1ccc(CSC2=NCCN2)cc1Cl,?,6%,-2%,4%,6%,-3%,-17%,?,-19
CCOC(=O)C(=CNc1cc(C)ccc1[N+](=O)[O-])C(=O)OCC,-6%,?,3%,.,3%,1%,14%,22%,-13
Cc1ccc(S(=O)(=O)Nc2ccccc2)cc1[N+](=O)[O-],7%,?,-2%,7%,1%,5%,8%,-2%,-8
COc1ccc(OC)c(Nc2cc(C)nc3nc(C)nn23)c1,?,21µM*,7.3µM*,-2%,?,3%,-21%,-11%,23
CC(C)OC(=O)N(C)C[C@H]1OCc2cnnn2CCCC(=O)N([C@H](C)CO)C[C@H]1C,.,-10%,2%,9%,.,-10%,5%,9%,-12
CCOc1ccc(-n2c(SCC(=O)Nc3ccc(OC)cc3OC)nc3c(c2=O)SCC3)cc1,1%,-9%,0%,0%,14%,4%,-4%,-8%,?
O=C(O)CCN=Cc1c(O)c2ccccc2oc1=O,3%,-22%,-5%,5%,22%,-3%,?,-21%,12
CC1CCN(C(=O)CSc2nc3c(c(=O)n(C)c(=O)n3C)n2C)CC1,-9%,-12%,-22%,13%,-3%,0%,22%,3%,23
COc1ccc(S(=O)(=O)N2CCCC2CNC(=O)C(=O)NCc2ccccc2Cl)cc1 (stereo unspecified),?,?,-23%,-35%,?,1%,-22%,-20%,-18
CCCCCCCn1c2c(c(=N)c3ccccc31)CCC2,?,?,?,.,?,11%,12µM*,?,?
SMILES,MCF10A rereplic,KB-V1 MDR tox,KB-3-1 tox,ATXN2 expr inh,SW480 rerep,WRN inhibitor,HT1080 IDH1KD tx,HT1080NT lethal,IL-1B inflam inh
Cc1ccc(Nc2[nH]c(=O)c3ccccc3c2C(=O)c2ccccc2)cc1,3%,11%,15%,12%,-48%[inhibitor],6%,4%,9%,21
CCCCN(C1CCS(=O)(=O)C1)S(=O)(=O)c1ccc(OC)cc1 (stereo unspecified),2%,-6%,11%,-7%,-73%[inhibitor],-1%,-6%,0%,22
CC(Sc1nc(NCc2ccccc2)nc(N(C)C)n1)C(=O)Nc1ccccc1 (stereo unspecified),?,0%,0%,?,-5%,-14%,?,?,0
CCCNc1nc(=S)n(-c2ccccc2)c(C)c1C(C)=O,?,1%,1%,.,0%,2%,3%,4%,0
CC(C)CCOc1cccc(C2c3c(oc4ccccc4c3=O)C(=O)N2CCCN2CCOCC2)c1 (stereo unspecified),-2%,-13%,1%,0%,-4%,1%,12%,4%,-16
C=CCSc1nc(C)c(CCCC)c(=O)[nH]1,9%,-12%,12%,-11%,-1%,9%,0%,6%,0
COc1ccc(S(=O)(=O)N2CCOC2CNC(=O)C(=O)NCc2ccco2)cc1 (stereo unspecified),-1%,-5%,0%,1%,-5%,-3%,2%,11%,2
COc1ccc(CN2C(=O)c3cccnc3C2=O)cc1S(=O)(=O)N1CCOc2ccc(Cl)cc21,8%,?,2%,-7%,-9%,-3%,7%,12%,0
Cc1cc(C)cc(NC(=O)CSCc2cc(=O)n3ccsc3n2)c1,4%,10%,13%,11%,-5%,-6%,13%,8%,30
CCCCn1c(N)c(N(CCOC)C(=O)c2c(CC)noc2C)c(=O)[nH]c1=O,7%,0%,4%,.,-2%,7%,0%,1%,-1
O=C(NCc1cccc(Cl)c1)C1CCCN(c2ncnc3c2nc2n3CCCCC2)C1 (stereo unspecified),7%,-16%,-26%,-1%,-5%,-4%,-8%,11%,?
c1ccc(-n2nnc3ccccc32)cc1,2%,7%,0%,16%,4%,10%,6%,9%,-3
NS(=O)(=O)c1ccc(O)c(NC(=O)c2ccc([N+](=O)[O-])o2)c1,?,?,?,1%,12µM*,?,?,?,-61*
COc1ccc(OC)c(NS(=O)(=O)c2ccc(-c3coc(C)n3)cc2)c1,-7%,9%,13%,-17%,5%,3%,-8%,-1%,31
CC(/C=C/c1ccc2c(c1)OCO2)=N/NC(=O)c1ccncc1,0%,?,4%,.,2%,-1%,0%,1%,-10
CCOc1ccccc1CN1CCN(Cc2[nH]c3ccccc3c2C)CC1CCO (stereo unspecified),10%,?,-2%,.,16%,-5%,?,-17%,-9
Cc1ccnc2nc(C(=O)OCC(=O)NC3CCCC(C)C3C)nn12 (stereo unspecified),?,-1%,5%,-39%,?,-2%,?,-24%,-8
Cc1ccc(-c2nnn(CC(=O)N(CC(=O)NC3CCCCC3)c3ccccc3F)n2)o1,-2%,?,4%,-9%,-7%,1%,-2%,-2%,4
c1ccc(CCCCc2ccncc2)cc1,11%,?,0%,6%,0%,-1%,-4%,-7%,-2
COc1ccccc1C(=O)COC(=O)C(CCSC)NC(=O)COc1ccccc1 (stereo unspecified),2%,26%,5%,4%,-10%,-4%,24%,15%,16
Cc1nn(Cc2ccc(Cl)cc2)c(C)c1NC(=O)CSc1nc2c(c(C(F)(F)F)n1)CCc1ccccc1-2,?,8.2µM*,14%,?,?,-5%,2%,3%,-12
COc1cc(OC)cc(C(=O)N2CCN(S(C)(=O)=O)CC2)c1,-5%,3%,-1%,7%,-6%,2%,8%,-1%,38
Cc1nc(COC(=O)c2ccc(CO)cc2)cs1,2%,3%,0%,8%,2%,12%,-4%,2%,-19
O=C(CCCCCNC(=O)N1CCn2c1nc1ccccc12)NCc1ccc(F)cc1,-1%,18%,-2%,0%,21%,1%,1%,-1%,-22
CCCCP(=O)(CCCC)Cc1ccccc1,2%,-6%,-8%,-2%,-4%,7%,10%,5%,0
COc1ccc(/C(O)=C2\C(=O)C(=O)N(CCN(C)C)C2c2cccc(OC)c2OC)cc1 (stereo unspecified),-1%,20%,26%,-7%,0%,4%,13%,13%,7
Cn1c(=O)cc(SCC(=O)N2CCN(Cc3ccc4c(c3)OCO4)CC2)c2ccccc21,6%,?,-1%,10%,-6%,-1%,3%,14%,?
